# Screening data deposited in PubChem by National Center for Advancing Translational Sciences (NCATS).
# p53ts 32C tox = cytotoxicity in p53ts cells at permissive temperature. H1299-p53A138V at 32C, ATP luminescence viability, 24 h. Potency, µM (top dose mostly 46.1 µM), for inactives: at the highest dose activity change, negative = cytotoxicity, usual class: cytotoxic. 0.93% of 130,000 active. AID 924;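 further: 0% = DMSO and -100% = full killing by reference compound; nearly all actives have a fitted effect of over 55% in size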
#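 Cells: H1299 p53ts (A138V), 600/well, pre-incubated 16–30 h at 37C. Cpd up to 46 uM, 24 h, 32C. Readout: ATPlite luminescence, 20 min RT. Normalization: DMSO vs tamoxifen 100 uM. AC50 by Hill equation.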
# IkB sig inh = inhibitors of IkB signaling in ABC-DLBCL cells; 0.04% of 110,000 active; Potency, µM (top dose mostly 57.1 µM), for inactives: top-dose IkBa stabilization activation; ABC-DLBCL IkBa-CBG/CBR dual luciferase ratio, 4 h; response scale: scaled: untreated 0%, proteasome inhibitor 100%; AID 445; active means well fitted curve in the direction sought with a large enough effect in the signal ratio, not every such curve was filed as active; inconclusive means small, poorly fitted or top-dose-only effect, or a change in a side signal; the % refers to the signal ratio;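 further: the direction sought is a rising ratio; 0% = basal untreated cells and 100% = reference inhibitor full response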
#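 Luminescence ratio of IκBα-fused green versus native red beetle luciferase in OCI-Ly3 cells, 4 h post-doxycycline with compound; red signal alone, scaled from basal (0%) to zero light (-100%), flagged nonspecific or cytotoxic effects.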
# p53ts 39C tox = kills p53ts cells at the nonpermissive temperature | AID 902 | 1.5% of 130,000 active | H1299-p53A138V viability at 39C, ATP luminescence, 24 h | Potency, µM (highest dose often 46.1 µM), without a hit: at the top dose activity change, negative = cell killing, most hits filed as cytotoxic; further: nearly all actives have a fitted effect of over 55% in size
# Peg3 imprint = inducers of genomic imprint erasure in mouse ES cells; mouse ES Peg3-LacZ reporter, beta-gal luminescence, 40 h; Potency, µM (top dose mostly 60.7 µM), for the others: at the top dose activity change, positive = activation, actives largely listed as activators; 0.02% of 110,000 active; AID 1948;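 further: 0% = negative control wells on the plate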
#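 Readout: BetaGlo luminescence (5 min, room temp) for LacZ from the normally silent maternal Peg3 allele in female Peg3LacZ-Neo ES cells. Cells 300/well, 40 h, 37C, 5% CO2. Data normalized per plate to negative controls.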
# * hit, by the source's call; u = inconclusive; x = no result given; [ ] = dose if it differs, or a comment. Unless noted, the call rests on the fitted dose curve; in most records, active means well fitted curve in the direction sought with a large enough effect; inconclusive means small, poorly fitted or top-dose-only effect, or another doubt; inactive means no such curve, though single readings can be large; an effect the other way counts as inactive or inconclusive. Unless noted, on the % scale 0 is the no-effect control and ±100 the full control effect; potency means the concentration at half of the fitted maximal effect.
# Sample of the layout (two entries):
SMILES,p53ts 32C tox,IkB sig inh,p53ts 39C tox,Peg3 imprint
CCCCCC(=O)O[C@H](CC(=O)O)C[N+](C)(C)C,2%,-0.3%,4%,0%
Cc1c2cnn(-c3ccccc3)c(=O)c2c(C)n1CC(=O)N1CCN(c2cccc(Cl)c2)CC1,13%,u,-8%,-5%[10.9 µM]

# Main list (from the top)
SMILES,p53ts 32C tox,IkB sig inh,p53ts 39C tox,Peg3 imprint
CCCCCC(=O)O[C@H](CC(=O)O)C[N+](C)(C)C,2%,-0.3%,4%,0%
Cc1c2cnn(-c3ccccc3)c(=O)c2c(C)n1CC(=O)N1CCN(c2cccc(Cl)c2)CC1,13%,u,-8%,-5%[10.9 µM]
CC(c1ccccc1)C1NC(C(=O)O)CS1 (stereo not drawn),1%,0.6%,4%,3%
COC(=O)N1CCC[C@@]2(CCN(Cc3cc(C(F)(F)F)cc(C(F)(F)F)c3)C2)C1,-5%,0.3%[11.4 µM],3%,x
O=C(NCc1ccccc1)c1ccc2nc(CCc3ccccc3)oc2c1,3%,-1.9%,-14%,-20%[10.9 µM]
CCC(=O)N1CCc2cc(Br)cc(S(=O)(=O)CCC(=O)NCc3ccccc3)c21,1%,-1.6%,27%,-4%[10.9 µM]
CC1CCN(CCn2c(=S)[nH]c3ncccc3c2=O)CC1,2%,0.2%,-4%,-13%
Cc1nn(S(=O)(=O)c2ccc(F)cc2)c(C)c1S(=O)(=O)N1CCCCC1,3%,-0.4%,-7%,2%[10.9 µM]
COc1cc(C2c3c(-c4ccccc4O)n[nH]c3C(=O)N2Cc2ccco2)ccc1OCC(C)C (stereo not drawn),u,u,20µM*,-7%[10.9 µM]
O=C(Nc1cccc(C(F)(F)F)c1)C1CCCN1S(=O)(=O)c1cccc2nsnc12 (stereo not drawn),2%,-0.3%,-25%,-10%[10.9 µM]
O=C(Cn1c(C(F)(F)F)nc2ccccc21)NCCCN1CCOCC1,6%,x,20%,x
COc1ccc(C2=NS(=O)(=O)N(C)C(C(=O)NC(C)c3ccccc3)=C2)cc1OC (stereo not drawn),6%,u,-8%,-10%[10.9 µM]
O=C(NCc1ccccc1)c1ccc2c(c1)N(Cc1ccc(F)cc1)CCS2,18%,1.8%,7%,-13%[10.9 µM]
Cc1noc(C)c1CSCC(=O)OCc1nc2ccccc2c(=O)n1CC#N,-1%,0.1%,19%,5%
CCCCC(=O)Nc1cccc(OCc2cc(=O)n3ccccc3n2)c1,0%,-1.7%,2%,-15%[10.9 µM]
COC(=O)C(C)Sc1nc2c(c(=O)[nH]c(=O)n2C)n1CCC(C)C (stereo not drawn),-6%,0.1%,1%,2%
COc1ccccc1Cn1ccn(Cc2ccc(C)cc2)c(=O)c1=O,1%,2.7%,-2%,-16%[10.9 µM]
CC(C)n1c(C(O)c2ccc3c(c2)OCO3)nc2ccccc21 (stereo not drawn),3%,1.9%,-8%,-6%
COc1cccc(CC(=O)NCc2ccc3c(c2)CCN3C(C)=O)c1,-4%,-1.4%,-12%,-14%[10.9 µM]
O=C(Nc1ccc2c(c1)OCO2)c1noc2c1CCCCC2,16µM*,u,16µM*,-75%[inhibitor]
O=C(Nc1ccccc1)N1CCCC(c2nc(-c3cccs3)no2)C1 (stereo not drawn),-11%,2.2%,-7%,-55%[inhibitor]
CCOC(=O)C(C)n1cnc2sc3c(c2c1=O)CCC3 (stereo not drawn),7%,-2.3%,1%,-1%
CCc1cccc(NC(=O)c2cc3c(=O)n(Cc4ccc(OC)cc4)ccc3nc2C)c1,0%,u,-22%,-8%[10.9 µM]
CCCOc1ccc(NC(=O)CC2C(=O)N(c3ccc(C)cc3)C(=O)N2C(C)C)cc1 (stereo not drawn),1%,1.4%,-16%,-1%[10.9 µM]
Cc1ccc(Nc2ccc(N3CCN(C(=O)c4cccc([N+](=O)[O-])c4)CC3)nn2)cc1,2%,u,25%,-6%[10.9 µM]
CCN1C(C)=C(C(=O)OC)C(c2ccccc2)N2C(=O)[C@](O)(C(=O)OC)C(c3ccccc3)C(C(=O)c3ccccc3)=C12 (stereo partly drawn),-2%[9.22 µM],x,4%[9.22 µM],x
Cc1ccc(Nc2nnc(SCC(=O)NC3CCCc4ccccc43)s2)cc1 (stereo not drawn),-6%,x,-3%,x
O=c1[nH]c2cc3c(cc2cc1C(c1nnnn1C1CCCCC1)N1CCSCC1)OCCO3 (stereo not drawn),-3%,-0.4%,-9%,-9%
CCC(C)NC(=O)C1(C)CCC(=O)N1Cc1ccccc1OC (stereo not drawn),9%,-1.2%,10%,-24%
COc1ccc(C(=O)NCCSc2c(C)[nH]c3ccccc23)cc1,4%,u,0%,11%[10.9 µM]
COc1ccc(CNc2cc(C)ccc2C)c(OC)c1OC,6%,0.5%,-6%,-17%
CCNc1nc(SCCOc2ccccc2)nc(N(C)C)n1,-8%,-0.9%,-6%,-14%
CCCn1c(=O)c2[nH]c(-c3ccc(S(=O)(=O)O)cc3)nc2n(CCC)c1=O,16%,0.1%,5%,-10%
Cn1c(NCc2ccccc2Cl)nc2ccccc21,u,2.1%,u,-78%[inhibitor]
CCOCCCN1C(=O)CN(C2CCCCCC2)C(=O)C1c1ccc(OC(C)C)c(OC)c1 (stereo not drawn),-5%,u,u,-3%[10.9 µM]
CCOC(=O)c1ccccc1NC(=O)c1cc2c(s1)-c1ccccc1SC2,12%,u,15%,-10%[10.9 µM]
CC1(C)CC(=O)N(CC(=O)O)c2ccccc2S1,3%,1.6%,3%,-7%
O=C(c1ccco1)N1CCN(c2nc(C(F)(F)F)nc3c2nnn3Cc2ccccc2)CC1,8%,u,-8%,-15%
O=C(C1CCC(Cn2c(=O)c3sccc3n(Cc3cccc(F)c3)c2=O)CC1)N1CCCCC1 (stereo not drawn),-4%,4.2%,15%,-5%[10.9 µM]
CCOC(=O)N1CCc2c(sc(NCc3cc(OC)ccc3OC)c2C(=O)Nc2cc(OC)ccc2OC)C1,18%,-0.3%,8%,-14%[10.9 µM]

# Reprinted from the entries so far (7 entries):
SMILES,p53ts 32C tox,IkB sig inh,p53ts 39C tox,Peg3 imprint
CCCn1c(=O)c2[nH]c(-c3ccc(S(=O)(=O)O)cc3)nc2n(CCC)c1=O,16%,0.1%,5%,-10%
Cn1c(NCc2ccccc2Cl)nc2ccccc21,u,2.1%,u,-78%[inhibitor]
CCOCCCN1C(=O)CN(C2CCCCCC2)C(=O)C1c1ccc(OC(C)C)c(OC)c1 (stereo not drawn),-5%,u,u,-3%[10.9 µM]
CCOC(=O)c1ccccc1NC(=O)c1cc2c(s1)-c1ccccc1SC2,12%,u,15%,-10%[10.9 µM]
CC1(C)CC(=O)N(CC(=O)O)c2ccccc2S1,3%,1.6%,3%,-7%
O=C(c1ccco1)N1CCN(c2nc(C(F)(F)F)nc3c2nnn3Cc2ccccc2)CC1,8%,u,-8%,-15%
O=C(C1CCC(Cn2c(=O)c3sccc3n(Cc3cccc(F)c3)c2=O)CC1)N1CCCCC1 (stereo not drawn),-4%,4.2%,15%,-5%[10.9 µM]

# The results go on.
SMILES,p53ts 32C tox,IkB sig inh,p53ts 39C tox,Peg3 imprint
COc1ccc(C)cc1NC(=O)C(=O)NCC(c1cccnc1)N1CCc2ccccc21 (stereo not drawn),4%,5.1%,10%,-10%[10.9 µM]
C=CCOC(=O)C1=C(C)NC2(O)c3ccccc3C(=O)C12O (stereo not drawn),0%,0.6%,-5%,9%
Cc1ccc(NC(=O)C2CCCN2S(=O)(=O)c2cccc3cccnc23)c(C)c1 (stereo not drawn),7%,-1.7%,u,-5%[10.9 µM]
COc1ccc(OC)c(C(=O)Cn2nnc3ccccc3c2=O)c1,-2%,0.4%,2%,0%
COc1ccc(-c2noc(CN(C)S(=O)(=O)c3c(C)cc(C)cc3C)n2)cc1OC,-7%,u,-28%,-7%[10.9 µM]
O=c1[nH]c(=S)[nH]nc1Cc1ccccc1,-2%,5.0%,4%,-3%
CCOC(=O)N1CCc2c(sc3c2c(=O)n(Cc2ccccc2)c(=O)n3Cc2ccccc2Cl)C1,3%,u,8%,17%[10.9 µM]
Cc1cccc2c1N(Cc1ccccc1OCCC(C)C)C(=O)C2=O,-1%,5.7%,u,-35%[inhibitor][10.9 µM]
CC(C)Oc1ccc(C(=O)N2CCCc3ccccc32)cc1,-3%,1.6%,1%,-11%
O=C(O)CCCC(=O)N(Cc1ccccc1)Cc1ccccc1,-5%,3.1%,5%,-6%
O=c1c2sc3ccccc3c2n(Cc2cccc(Cl)c2)c(=O)n1Cc1ccco1,14%,u,7%,-9%[10.9 µM]
NC(=O)c1ccccc1NC(=O)c1ccccc1F,-2%,1.4%,5%,-19%
CC(=O)c1ccc(NS(=O)(=O)c2ccc(-c3cnc(C4CC4)o3)cc2)cc1,6%,u,31%[activator],-13%[10.9 µM]
Cc1cc(=O)oc2cc(O)cc(O)c12,11%[1.84 µM],-1.4%,11%,-3%
O=c1c(CCc2ccccc2)nc2cncnc2n1Cc1ccccc1Cl,3%,1.1%[11.4 µM],1%,-6%
Cc1ccc(CCNC(=O)CN(c2ccc(C(C)C)cc2)S(=O)(=O)c2c(C)nn(C)c2C)cc1,6%,u,-23%,-11%[10.9 µM]
CCOc1cccc(C2Nc3ccccc3-c3cc(C)nn32)c1O (stereo not drawn),-7%,1.1%,-13%,-10%[10.9 µM]
CS(=O)(=O)n1nc(-c2ccccc2)nc1NCc1ccco1,4%,x,11%,x
CC(C)Cn1cc(C(=O)N2CCN(c3ccccn3)CC2)c2c3ccccc3n(C)c2c1=O,7%,u,-21%,-10%
O=C(Nc1ccc(F)c(F)c1)c1cccnc1,4%,-1.3%,3%,-23%
CCCCN(C)S(=O)(=O)c1ccc(C(=O)Nc2nnc(CSC)o2)cc1,-21%,1.5%,10µM*,-24%
COc1cc(-c2nnc(SCC(=O)NCc3ccccc3Cl)o2)cc(OC)c1OC,-3%,-0.5%,u,-13%[10.9 µM]
COCCCNC(=O)c1oc2c(c1C)-c1nn(Cc3cccc(Cl)c3)cc1CC2,19%,0.4%,u,-15%[10.9 µM]
COc1cc(C(=O)N(C)c2nnc(-c3cccnc3)s2)cc(OC)c1OC,-9%,-0.2%,2%,-9%
CCn1cnc2c(=O)oc3ccc(S(=O)(=O)N4CCN(c5cc(C)ccc5C)CC4)cc3c21,-4%,u,u,-7%[10.9 µM]
COc1cccc(C(=O)NCCN2CCN(c3ccc(Cl)cc3)CC2)c1,-20%,9.0%,-10%,-15%
CCc1c(C(=O)NC2CCCCC2)[nH]c(C)c1C(C)=O,3%,-0.3%,-2%,-3%
CN(C)/C=N/c1c(C(=O)NCc2ccccc2)nnn1Cc1ccccc1,-18%,-0.6%,-10%,-14%
Cc1cc(C(=O)Nc2sc(C)c(-c3ccc(F)cc3)c2C(N)=O)no1,-26%,-0.2%,u,-14%
O=C(Nc1ccc2oc(Cc3ccc(Cl)cc3)nc2c1)c1cccnc1,-10%,u,-14%,-6%
Cc1c(NC(=O)C2CCCN2S(=O)(=O)c2ccc(Cl)cc2)c(=O)n(-c2ccccc2)n1C (stereo not drawn),8%,u,0%,-11%
COC(=O)c1cccc(COC(=O)CNC(=O)c2ccco2)c1,14%,-0.5%,-3%,-1%
Cc1ccc2c(c1)-c1c(cnn1CC(=O)Nc1ccccc1N1CCN(C)CC1)CO2,-6%,u,-15%,-8%
COc1ccc2[nH]c(C)c(CCN3C(=O)C4C5C=CC(C5)C4C3=O)c2c1 (stereo not drawn),8%,1.7%,7%,-7%
COc1cccc(C(=O)CSc2nnnn2C)c1,-6%,1.2%,-16%,-22%
CCc1ccc(C(c2ccccc2)c2c(C)[nH]c3ccccc23)s1 (stereo not drawn),4%,1.2%,-1%,-16%[10.9 µM]
Cc1noc(C)c1CN1C(=O)NC(Cc2ccccc2)(Cc2ccccc2)C1=O,5%,4.9%,-1%,-14%
COc1cc2c(cc1NC(=O)CSc1nnc(Cc3cccs3)n1C)oc1ccccc12,4%,-9.0%,1%,-16%
COC(=O)C(OC(=O)c1ccc(OC)cc1)C(=O)OC,-26%,x,-16%,x
COc1cccc(-c2nn(C)c3sc(C(=O)Nc4ccc5c(c4)OCCO5)cc23)c1,-5%,u,-21%,14%
COc1ccc(Nc2ncnc3c2cnn3-c2ccc(C)cc2)cc1Cl,-7%,u,u,17%[10.9 µM]
CCOc1ccccc1Nc1sc(C(=O)c2ccc(Cl)cc2)c(N)c1S(=O)(=O)c1ccccc1,4%,-0.5%,-2%,-10%[10.9 µM]

# This is a random part of the collection; overall some 1.7% were active at least once.
